Screens: PubChem BioAssay, Broad Institute
U2OS ROS induce – raises reactive oxygen species in U2OS cancer cells; U2OS ROS induction, H2DCF-DA fluorescence; ROS induction (% of piperlongumine), % at 10 µM; actives 2% (n = 46,000); AID 624156; in the data active = ROS induction above about 79%, passing the limit was not always enough;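 also: 0% = DMSO vehicle median and 100% = reference compound median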
Numbers without * were called inactive.

`Cc1noc(C)c1S(=O)(=O)N(C)C[C@@H]1OCCCC[C@@H](C)Oc2ccc(NC(=O)CCC(F)(F)F)cc2C(=O)N([C@H](C)CO)C[C@@H]1C` gave U2OS ROS induce 0.9.
For CNC[C@H]1Oc2c(NC(=O)Nc3ccc(OC)cc3)cccc2C(=O)N([C@@H](C)CO)C[C@@H]1C the results were U2OS ROS induce 2.3.
COc1cc(O[C@@H]2O[C@H](CO[C@H]3OC[C@](O)(CO)[C@H]3O)[C@@H](O)[C@H](O)[C@H]2O)cc(OC)c1OC was read as U2OS ROS induce 3.7.
For C[C@H](CO)N1C[C@H](C)[C@H](CN(C)S(=O)(=O)c2cccs2)Oc2ccc(NC(=O)Nc3ccc4c(c3)OCO4)cc2C1=O the results were U2OS ROS induce 7.5.
`CN(CC(=O)Nc1ccc([N+](=O)[O-])cc1)S(=O)(=O)c1ccccc1` gave U2OS ROS induce -12.4.
`Cc1noc(C)c1NC(=O)N(C)C[C@@H]1Oc2ccc(NC(=O)CCC(F)(F)F)cc2C(=O)N([C@H](C)CO)C[C@@H]1C` gave U2OS ROS induce -7.4.
For Cc1noc(C)c1NC(=O)Nc1ccc2c(c1)C(=O)N([C@H](C)CO)C[C@H](C)[C@@H](CN(C)C(=O)Nc1cccc3ccccc13)OCCCC[C@@H](C)O2 the results were U2OS ROS induce 4.6.
For COc1ccc(/C=N/NC(=O)c2cccc(C(=O)NO)c2)c(OC)c1 the results were U2OS ROS induce -9.4.
S=C(NCC1CCCO1)Nc1cnn(Cc2ccc(Cl)cc2)c1 (stereo not drawn) was read as U2OS ROS induce 10.6.
For CN(CC(=O)Nc1ccccc1C(=O)N1CCCC1)S(=O)(=O)c1ccc(Br)cc1 the results were U2OS ROS induce -10.5.
For C[C@@H]1CN([C@@H](C)CO)C(=O)Cc2cc(NC(=O)Nc3ccc4c(c3)OCO4)ccc2O[C@@H]1CN(C)C(=O)Nc1ccc(F)cc1 the results were U2OS ROS induce 34.1.
`C[C@H](CO)N1C[C@H](C)[C@@H](CN(C)C(=O)Nc2ccc(C(F)(F)F)cc2)Oc2ccc(NC(=O)CCCCCC(=O)Nc3ccccc3N)cc2C1=O` gave U2OS ROS induce 18.3.
`C[C@H]1CN([C@@H](C)CO)C(=O)c2cc(NS(=O)(=O)c3ccccc3)ccc2O[C@H]1CN(C)Cc1ccc(Oc2ccccc2)cc1` gave U2OS ROS induce -10.5.
Screening COc1ccc(NC(=O)N(C)C[C@H]2OCCCC[C@@H](C)Oc3ccc(NS(=O)(=O)c4ccc(C)cc4)cc3C(=O)N([C@H](C)CO)C[C@@H]2C)cc1 returned U2OS ROS induce 21.2.
Screening Clc1ccccc1N=C/C=C1\NN=NC1c1ccc(Br)cc1 (stereo not drawn) returned U2OS ROS induce 2.9.
C[C@@H]1CN([C@H](C)CO)C(=O)Cc2cc(NS(=O)(=O)c3ccccc3)ccc2O[C@H]1CN(C)C(=O)NC1CCCCC1 was read as U2OS ROS induce 4.3.
COC(=O)C1=CO[C@@H](O[C@@H]2O[C@H](CO)[C@@H](O)[C@H](O)[C@H]2O)[C@H]2[C@@H]1C=CC21C=C([C@H](C)OC(=O)/C=C/c2ccc(O)cc2)C(=O)O1 (stereo partly drawn) was read as U2OS ROS induce -7.6.
`Cc1ccc(NC(=O)COc2ccc(C(C)(C)C)cc2)c([N+](=O)[O-])c1` gave U2OS ROS induce -8.8.
For C[C@H](CO)N1C[C@H](C)[C@H](CN(C)C(=O)Nc2cccc3ccccc23)Oc2ccc(NC(=O)Cc3cn(C)c4ccccc34)cc2C1=O the results were U2OS ROS induce 5.2.
Screening CNC[C@@H]1Oc2c(NC(=O)Nc3ccc4c(c3)OCO4)cccc2C(=O)N([C@@H](C)CO)C[C@H]1C returned U2OS ROS induce -10.1.
COc1ccc(C#Cc2ccc3c(c2)[C@]2(C(=O)N3)[C@H](c3ccccc3OCCO)N3[C@H](c4ccccc4)[C@H](c4ccccc4)OC(=O)[C@H]3[C@@H]2C(=O)N2CCCCCCC2)cc1 was read as U2OS ROS induce -14.4.
`Cc1cc(C)n2nc(CC(=O)NCc3ccccc3Cl)nc2n1` gave U2OS ROS induce -5.6.
C[C@H]1CN([C@@H](C)CO)C(=O)c2cccc(NS(=O)(=O)c3cn(C)cn3)c2O[C@H]1CN(C)Cc1ccc(Oc2ccccc2)cc1 was read as U2OS ROS induce 1.6.
`O=C(CSc1nsc(SCC(=O)c2ccccc2)n1)c1ccccc1` gave U2OS ROS induce 13.0.
C[C@@H]1CN([C@H](C)CO)C(=O)c2cc(NC(=O)Cc3ccccc3)ccc2O[C@@H]1CN(C)S(=O)(=O)c1ccc(Cl)cc1 was read as U2OS ROS induce -1.0.
`COC(=O)c1ccc(Cl)c(NC(=O)CN(c2cccc(Cl)c2)S(C)(=O)=O)c1` gave U2OS ROS induce 0.5.
For CC(C)n1cnc2c(NCc3ccccc3O)nc(NCCCO)nc21 the results were U2OS ROS induce -15.6.
`COc1ccc(NC(=O)N(C)C[C@@H]2Oc3ccc(NS(=O)(=O)c4ccc(F)cc4)cc3CC(=O)N([C@H](C)CO)C[C@@H]2C)cc1` gave U2OS ROS induce -4.8.
COc1ccc(C)cc1NC(=S)NCc1cnn(C)c1 was read as U2OS ROS induce -7.7.
Screening O=C(CSC(=S)N1CCOCC1)Nc1nc(-c2c[nH]c3ccccc23)cs1 returned U2OS ROS induce 22.7.

Sorted by molar mass (falling): some entries from above
C[C@H]1CN([C@@H](C)CO)C(=O)c2cccc(NS(=O)(=O)c3cn(C)cn3)c2O[C@H]1CN(C)Cc1ccc(Oc2ccccc2)cc1 was read as U2OS ROS induce 1.6.
`COC(=O)c1ccc(Cl)c(NC(=O)CN(c2cccc(Cl)c2)S(C)(=O)=O)c1` gave U2OS ROS induce 0.5.
Screening O=C(CSC(=S)N1CCOCC1)Nc1nc(-c2c[nH]c3ccccc23)cs1 returned U2OS ROS induce 22.7.
`O=C(CSc1nsc(SCC(=O)c2ccccc2)n1)c1ccccc1` gave U2OS ROS induce 13.0.
`Cc1cc(C)n2nc(CC(=O)NCc3ccccc3Cl)nc2n1` gave U2OS ROS induce -5.6.
COc1ccc(C)cc1NC(=S)NCc1cnn(C)c1 was read as U2OS ROS induce -7.7.

(more compounds)
COc1ccc(CN(C)C[C@H]2Oc3ccc(NC(=O)Nc4ccc(OC)cc4)cc3C(=O)N([C@@H](C)CO)C[C@@H]2C)cc1 was read as U2OS ROS induce -2.7.
Screening C[C@H]1CN([C@@H](C)CO)C(=O)c2cc(NC(=O)C3CC3)ccc2O[C@@H]1CN(C)S(=O)(=O)c1cccs1 returned U2OS ROS induce -5.1.
For COc1ccccc1N(CC(=O)N(C)Cc1ccccc1)S(C)(=O)=O the results were U2OS ROS induce -12.7.
Screening COCCn1c(C)cc(C=C2C(=O)N(C)C(=S)N(C)C2=O)c1C returned U2OS ROS induce 26.2.
For Nn1c(COc2ccc(Cl)cc2)nc2ccccc2c1=O the results were U2OS ROS induce -10.1.
`Cc1ccc(S(=O)(=O)N2CCC(C#N)C(=O)c3ccccc32)cc1` (stereo not drawn) gave U2OS ROS induce -4.8.
`O=C(CC1C(=O)NCCN1C(=O)Nc1ccc(Cl)cc1)Nc1ccc(F)cc1` (stereo not drawn) gave U2OS ROS induce -8.4.
O=C(CN1C(=O)c2ccccc2C1=O)N(Cc1ccccc1)Cc1ccccc1 was read as U2OS ROS induce 13.1.
`Cc1cccc(N(CC(=O)Nc2ccc(Cl)c(Cl)c2)S(C)(=O)=O)c1` gave U2OS ROS induce 25.5.
COc1ccc(NC(=O)Nc2ccc3c(c2)CC(=O)N([C@H](C)CO)C[C@@H](C)[C@H](CN(C)Cc2ccc(C(=O)O)cc2)O3)cc1 was read as U2OS ROS induce -11.3.
For C[C@@H]1CN([C@@H](C)CO)C(=O)CCCn2cc(nn2)CO[C@H]1CN(C)C(=O)c1ccncc1 the results were U2OS ROS induce 7.9.
`COc1ccc(NC(=O)N(C)C[C@@H]2Oc3ccc(NC(=O)CCCN(C)C)cc3C(=O)N([C@H](C)CO)C[C@@H]2C)cc1` gave U2OS ROS induce -4.2.
`Cc1ccccc1COc1ccc2oc(-c3ccccc3)c(C(=O)O)c2c1` gave U2OS ROS induce 9.0.
`O=C(c1ccccc1)N(Nc1ccccc1)c1ccccc1` gave U2OS ROS induce 0.6.
`CC(=C\C(=O)O)/C=C(\C)CC(C)CCCCC(O)C(CO)C(=O)O` (stereo not drawn) gave U2OS ROS induce -9.9.

2 neighbouring compounds already listed, quoted:
`O=C(c1ccccc1)N(Nc1ccccc1)c1ccccc1` gave U2OS ROS induce 0.6.
`CC(=C\C(=O)O)/C=C(\C)CC(C)CCCCC(O)C(CO)C(=O)O` (stereo not drawn) gave U2OS ROS induce -9.9.

(further entries)
Screening C[C@@H]1CN([C@H](C)CO)C(=O)c2cc(NC(=O)c3ccncc3)ccc2O[C@H]1CN(C)Cc1ccncc1 returned U2OS ROS induce -15.2.
Screening Cc1c(CCC(=O)O)c(=O)oc2c(C)c(OCc3ccccc3Cl)ccc12 returned U2OS ROS induce 7.2.
For C[C@H](CO)N1C[C@H](C)[C@H](CN(C)CC2CCCCC2)Oc2c(NC(=O)C3CC3)cccc2C1=O the results were U2OS ROS induce -9.9.
Screening CCN(CC)C(=O)Cn1cc(S(=O)(=O)CC(=O)NCc2ccc(F)cc2)c2ccccc21 returned U2OS ROS induce -10.8.
C[C@H]1CN([C@@H](C)CO)C(=O)c2cc(NS(=O)(=O)c3ccc(Cl)cc3)ccc2O[C@H]1CN(C)C(=O)Nc1cccc2ccccc12 was read as U2OS ROS induce 9.9.
`O=C(CCCn1sc2ccccc2c1=O)N1CCc2ccccc21` gave U2OS ROS induce 14.9.
Screening O=C1/C(=C\c2ccccc2)N=C2SCCCCN12 returned U2OS ROS induce 2.6.
`Cc1ccc2cc(OC(=O)c3ccc(Oc4cc(Cl)cc(Cl)c4)o3)ccc2n1` gave U2OS ROS induce -15.5.
O=C(NC(=S)N(Cc1cccnc1)Cc1ccccc1Cl)c1ccccc1 was read as U2OS ROS induce 3.9.
Cc1cc(C(=O)Nc2cccc3c2O[C@H](CN(C)S(C)(=O)=O)[C@@H](C)CN([C@H](C)CO)C3=O)n(C)n1 was read as U2OS ROS induce -5.5.
COc1ccc(C#Cc2ccc3c(c2)[C@]2(C(=O)N3)[C@H](c3ccccc3OCCO)N3[C@H](c4ccccc4)[C@H](c4ccccc4)OC(=O)[C@H]3[C@@H]2C(=O)O)cc1 was read as U2OS ROS induce 20.8.
`Cc1ccc(S(=O)(=O)Nc2cccc3c2O[C@H](CN(C)Cc2ccc(C(=O)O)cc2)[C@H](C)CN([C@H](C)CO)C3=O)cc1` gave U2OS ROS induce -7.0.
C=CCOc1ccccc1OCC(O)CNC(C)C (stereo not drawn) was read as U2OS ROS induce 23.4.
For NC(=O)COc1ccc(NC(=O)c2cc(-n3cnnc3)ccc2Cl)cc1 the results were U2OS ROS induce -5.8.
Screening C[C@H]1CN([C@@H](C)CO)C(=O)c2cc(NC(=O)NC3CCCCC3)ccc2O[C@@H]1CN(C)Cc1ccc(C(F)(F)F)cc1 returned U2OS ROS induce 26.3.
`COc1ccc(S(=O)(=O)Nc2cccc3c2O[C@H](CN(C)CC2CCCCC2)[C@H](C)CN([C@H](C)CO)C3=O)cc1` gave U2OS ROS induce 2.7.
For Cc1ccc(S(=O)(=O)Nc2cccc3c2O[C@H](CN(C)Cc2ccncc2)[C@H](C)CN([C@H](C)CO)C3=O)cc1 the results were U2OS ROS induce 1.0.
`COc1ccc([C@H]2Oc3cc(O)cc(O)c3C(=O)[C@@H]2O)cc1` gave U2OS ROS induce -16.3.
O=C(O)CCCCCCC(=O)N/N=C/c1ccc(C(F)(F)F)cc1 was read as U2OS ROS induce -1.1.
For Cc1cccc(C)c1NC(=O)C(C)N (stereo not drawn) the results were U2OS ROS induce -6.3.
Screening C[C@@H]1CN([C@H](C)CO)C(=O)Cc2cc(NC(=O)C3CC3)ccc2O[C@H]1CN(C)Cc1ccccc1 returned U2OS ROS induce -13.4.
For NC(=O)[C@@H]1[C@H]2C(=O)O[C@H](c3ccccc3)[C@H](c3ccccc3)N2[C@H](c2ccccc2OCCO)[C@@]12C(=O)Nc1ccc(C#CCCO)cc12 the results were U2OS ROS induce 16.3.
`CC(=O)Nc1ccc(C(=O)CSc2nc3ccccc3c(=O)[nH]2)cc1` gave U2OS ROS induce 29.2.
`Cc1c(NC(=O)COc2ccc(Br)cc2)cccc1-c1nc2ncccc2o1` gave U2OS ROS induce -16.4.
`COCCn1c(=O)[nH]c2cc(C(=O)N3CCN(Cc4ccc5c(c4)OCO5)CC3)ccc2c1=O` gave U2OS ROS induce 7.8.
`CCS(=O)(=O)c1nc(S(=O)(=O)c2ccc(Cl)cc2)c(N2CCCC2)s1` gave U2OS ROS induce -7.5.
Screening C1=C(c2ccccc2)CC(c2ccccc2)=NN=C1c1ccccc1 returned U2OS ROS induce 8.2.
CN(CC(=O)Nc1ccccc1Cl)S(=O)(=O)c1ccc2ccccc2c1 was read as U2OS ROS induce -2.1.
`C[C@@H]1CN([C@H](C)CO)C(=O)c2cc(NC(=O)Cn3cnnn3)ccc2O[C@@H]1CN(C)Cc1ccc(C(F)(F)F)cc1` gave U2OS ROS induce 9.7.
`Cc1c(C(=O)O)cc(-c2ccccc2)n1CCSCc1c(F)cccc1Cl` gave U2OS ROS induce 31.4.
Cc1ccc(OC(=O)N(C)C[C@@H]2OCc3cn(nn3)CCCC(=O)N([C@@H](C)CO)C[C@@H]2C)cc1 was read as U2OS ROS induce 0.7.
`CCCN(CCC)Cc1c(C(=O)O)nnn1-c1nonc1N` gave U2OS ROS induce -2.2.
For C[C@H]1CN([C@@H](C)CO)C(=O)c2cc(NC(=O)CCN3CCOCC3)ccc2O[C@H]1CN(C)S(=O)(=O)c1cn(C)cn1 the results were U2OS ROS induce -5.3.
Screening Clc1ccccc1/C=C/C=Nc1ccc(N2CCOCC2)cc1 returned U2OS ROS induce 128.5*.
`C[C@@H]1CN([C@H](C)CO)C(=O)c2cc(NS(=O)(=O)c3cccs3)ccc2O[C@H]1CN(C)C(=O)NC1CCCCC1` gave U2OS ROS induce -10.8.
Screening CCOC(=O)c1ccc(NC(=O)c2ccc(C)cc2)cc1 returned U2OS ROS induce 2.9.

This is a subset (hit frequency here may not be typical).
